Neddyl block = inhibitors of human cullin neddylation; P61081+Q13564; TR-FRET cullin neddylation, biochemical; calls only at 25 µM; 360,000 compounds, 0.58% hits; in the data active = inhibition above about 36%
Scp-1 inhibitor = blocks human Scp-1 phosphatase activity; AID 493091; Recombinant Scp1, phosphopeptide, malachite green phosphate absorbance; Q9GZU7; 340,000 compounds, 0.88% hits; inhibition, % at 20 µM;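 active = inhibition above about 50% at 20 µM, limit read from the data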;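 note: plate controls were DMSO wells with enzyme for no effect and wells lacking enzyme for full effect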
Target sequence (Q9GZU7 76-261 limits assumed): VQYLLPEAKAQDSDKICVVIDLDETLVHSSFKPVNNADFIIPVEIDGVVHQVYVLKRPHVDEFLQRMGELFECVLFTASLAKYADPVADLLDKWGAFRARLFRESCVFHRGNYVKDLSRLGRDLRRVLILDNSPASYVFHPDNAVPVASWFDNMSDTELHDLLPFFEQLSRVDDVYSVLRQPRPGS
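assay system = SCP-1 phosphatase catalytic domain, residues 76-261 | buffer or medium = 50 mM Tris acetate pH 5.5, 0.005% Tween-20, 10 mM MgCl2 | incubation = enzyme reaction 45 min at room temperature, colour 5 min, stabilisation 30 min | signal = Phosphate-binding colour reagent, absorbance read at 630 nm | measure = % inhibition at 20 µM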
SKN-1 block = inhibitors of C. elegans SKN-1. C. elegans VP596 Pgst-4::GFP/RFP ratio, acrylamide-induced, 24 h. inhibition, % at 21.8 µM. 360,000 compounds, 0.49% hits. AID 624304;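 active = interference check ratio from 0.5 to 1.5 plus GFP to RFP signal ratio inhibition reaching or exceeding a fixed threshold, cut at about 30% in these data, passing the limit was not always enough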; note: some compounds called inactive have numbers as strong as hits
STEP inh = blocks human striatal-enriched tyrosine phosphatase | P54829 | recombinant STEP, OMFP fluorogenic substrate, fluorescence | inhibition, % at 20 µM | 360,000 compounds, 0.25% hits | AID 588621;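 active = inhibition at 20 µM, scaled per plate between control wells, above about 37%, limit read from the data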;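 note: 0% = DMSO with enzyme and substrate and 100% = substrate only without enzyme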
Target sequence (P54829 whole entry, looked up): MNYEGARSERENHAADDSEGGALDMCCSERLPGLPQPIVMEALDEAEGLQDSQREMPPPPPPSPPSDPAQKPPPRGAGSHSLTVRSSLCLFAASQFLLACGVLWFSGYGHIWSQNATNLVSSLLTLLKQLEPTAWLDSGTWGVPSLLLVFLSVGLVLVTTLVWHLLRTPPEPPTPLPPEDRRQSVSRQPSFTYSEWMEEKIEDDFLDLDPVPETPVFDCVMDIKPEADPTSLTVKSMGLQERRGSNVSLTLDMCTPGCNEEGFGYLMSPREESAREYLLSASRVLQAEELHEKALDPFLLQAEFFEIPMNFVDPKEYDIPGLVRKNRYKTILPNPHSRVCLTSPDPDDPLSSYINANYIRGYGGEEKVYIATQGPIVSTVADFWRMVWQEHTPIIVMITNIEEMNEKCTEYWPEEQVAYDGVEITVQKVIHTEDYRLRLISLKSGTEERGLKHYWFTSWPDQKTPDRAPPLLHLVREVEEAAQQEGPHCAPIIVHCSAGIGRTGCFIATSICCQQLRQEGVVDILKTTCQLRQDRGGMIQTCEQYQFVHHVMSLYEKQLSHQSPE
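Test system: STEP tyrosine phosphatase / Reagent: OMFP at 25 µM / Doses: 20 µM, 1% DMSO / Read-out: percent inhibition scaled to no-enzyme and uninhibited-enzyme controls, plate-pattern corrected / Detection: FITC-channel fluorescence of OMFP product / Medium: Bis-Tris buffer pH 6.0, 2.5 mM DTT, 0.005% Tween 20 / Schedule: 20 min at room temperature, dark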
DNMT1 block = inhibitors of human DNMT1. P26358. DNMT1 molecular beacon, Hinp1I cleavage, fluorescence. inhibition (reported as % activation of signal), % at 10 µM. 360,000 compounds, 0.83% hits; in the data active = inhibition above about 50%
CendR NRP1 mod = NRP-1/CendR interaction modulation; O14786; FAM-RPARPAR peptide binding to NRP-1, fluorescence polarization; inhibition, % at 25 µM; 360,000 compounds, 0.85% hits; AID 602438;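 active = inhibition or corrected inhibition above about 18%, plus a signal ratio from 0.5 to 1.5, limit read from the data, passing the limit was not always enough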; note: strong numbers were not always called active
SUMO1 PPI mod = alters human SUMO1 binding to SIM partners | P63165 | SUMO1 binding to a labelled peptide, TR-FRET, 1 h | inhibition, % at 20 µM | 360,000 compounds, 0.33% hits | AID 602429; in the data active = inhibition above about 37%
Target sequence (P63165 whole entry, looked up): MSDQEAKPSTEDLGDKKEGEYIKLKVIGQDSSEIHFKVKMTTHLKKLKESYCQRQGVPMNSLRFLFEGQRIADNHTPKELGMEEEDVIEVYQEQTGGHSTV
LMPTP inh = LMPTP (human) inhibition; recombinant LMPTP-A, OMFP fluorogenic substrate, fluorescence intensity; inhibition, % at 20 µM; 360,000 compounds, 0.22% hits;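 active = compounds that cut the enzyme signal by at least half of the control window in the single-dose screen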;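 note: plate controls were DMSO wells with enzyme plus substrate for no effect and substrate without enzyme for full effect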
Target sequence (P24666 whole entry, looked up): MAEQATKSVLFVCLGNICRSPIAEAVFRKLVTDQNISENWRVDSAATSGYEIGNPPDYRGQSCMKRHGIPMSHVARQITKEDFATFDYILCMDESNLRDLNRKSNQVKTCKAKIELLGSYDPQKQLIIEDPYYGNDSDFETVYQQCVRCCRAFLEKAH
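Test system: LMPTP-A phosphatase enzyme. Amount: LMPTP-A at 0.625 nM final in the reaction. Reagent: OMFP substrate, 400 µM final. Times: 50 min at room temperature. Signal: endpoint fluorescence intensity from OMFP dephosphorylation. Read-out basis: % inhibition. Benchmarks: no-enzyme and uninhibited controls.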
Tb MetRS inh = blocks T. brucei methionyl-tRNA synthetase activity | 360,000 compounds, 0.4% hits | AID 624268 | inhibition, % at 11.9 µM | purified T. brucei MetRS, ATP depletion, Kinase-Glo luminescence;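 active = inhibition above a per-plate cutoff of the control wells' mean inhibition plus 3 SD, cut at about 5.5% in these data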;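 note: 0% = DMSO wells median and 100% = median of wells with control inhibitor compound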
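Test system: purified T. brucei MetRS enzyme. Also added: ATP, methionine and E. coli bulk tRNA substrates. Compound: 11.9 µM single point. Schedule: 15 min enzyme-compound preincubation, 2 h reaction, 10 min detection, 25 °C. Signal: luciferase luminescence of residual ATP, Kinase-Glo. Evaluation: percent inhibition versus plate control medians. Controls: DMSO wells, low control.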
NadD inh = inhibitors of Staphylococcus aureus NadD; purified NadD enzyme, colorimetric absorbance read-out; inhibition, % at 20 µM; 360,000 compounds, 0.78% hits; AID 602399; in the data active = inhibition above about 26%; note: some compounds past the cut are filed as inactive
Numbers without * were called inactive; i = inactive; x = no result given; + = active, no number.

Neddyl block	Scp-1 inhibitor	SKN-1 block	STEP inh	DNMT1 block	CendR NRP1 mod	SUMO1 PPI mod	LMPTP inh	Tb MetRS inh	NadD inh	canonical_smiles
i	x	-3	0	5	-10	-1	1.1	0.3	4	CCCNC(=O)C1(C)CCN(C(=O)C(c2ccccc2)c2ccccc2)C1 (centres undefined)
+	-7	19	-1	0	4	-6	-2.0	-0.6	-3	COc1ccc2cc(/C(C)=N/NC(=O)C3CC3)ccc2c1
+	-8	2	-2	-28	-116	2	4.0	-0.1	15	COc1ccc(Cn2c(O)c(/C=N/NC(=O)c3cccnc3)c3ccccc3c2=O)cc1
i	-14	2	-4	2	-4	-6	2.8	0.3	4	Cc1onc(-c2ccccc2Cl)c1C(=O)Nc1nnc(-c2ccc(Br)cc2)s1
i	-8	10	-1	5	-28	-4	0.9	-0.4	4	CCOc1cccc(C=Nc2cc(C)cc(C)c2O)c1O
i	2	-3	0	-2	2	-2	0.6	-0.7	-7	CC(=O)NCCc1c[nH]c2ccc(O)cc12
i	-3	-5	0	0	6	1	-1.2	-0.2	-3	COC(=O)c1sccc1NC(=O)c1cnc2cc(C)nn2c1C
i	-2	-1	1	-2	10	4	-2.2	-1.3	2	COc1ccc(OC)c(CN2CCSCC2)c1
i	-10	10	-1	-7	-5	5	0.8	0.2	1	CCc1nnc(NS(=O)(=O)c2ccc(NC(=O)c3cccc(Br)c3)cc2)s1
i	x	5	2	-3	-4	-3	-0.7	-0.1	4	CCCNC(=O)C1(C)CCCN(C(=O)c2ccc3ccccc3c2)C1 (centres undefined)
i	3	-11	3	-10	5	-13	84*	-0.5	2	COc1ccc(-c2csc(N3CCN(c4cc(C)nc5ccccc45)CC3)n2)cc1OC
i	-2	6	0	-1	6	1	-1.1	-0.6	8	C=CCN1C(=O)C(CC(=O)Nc2ccc(C)cc2)SC1=Nc1c(C)n(C)n(-c2ccccc2)c1=O (centres undefined)
i	-1	5	5	-3	-13	-5	1.5	-0.4	-3	Cc1cc(C)nc(SCc2csc(-c3ccccc3)n2)n1
i	-3	-13	2	4	12	0	-0.7	-0.2	-3	COc1cc(OC)cc(C(=O)OCC(=O)NC(c2ccccc2)c2ccccc2)c1
i	-13	-6	0	3	-1	-4	-1.3	-1.0	3	CC(=O)Nc1ccc(NC(=S)NC(=O)/C=C/c2ccccc2)cc1
i	-1	9	-2	6	-12	-3	-2.1	0.6	-6	Cc1ccc(SC[C@H](Cc2ccccc2)N2CCN(C)CCC2=O)cc1
i	-6	-11	-4	-2	-7	-4	1.1	0.0	26	N#Cc1c(NC(=O)CSc2nc3ccccc3c(=O)n2Cc2ccco2)sc2c1CCCC2
i	18	-5	60*	8	-31	13	-0.9	-0.5	3	CC(C)(C)C(=O)Nc1ccc(C(=O)Nc2cccc(Oc3ccc(C(=O)O)c(C(=O)O)c3)c2)cc1
i	-10	5	0	1	11	-38	-0.7	-0.4	-2	O=C(COc1cccnc1[N+](=O)[O-])Nc1ccc(F)cc1
i	16	1	1	24	-4	5	-1.0	-0.7	4	COC(=O)c1cccc(NC(=O)CSc2nc(O)c(-c3ccccc3)c(=O)[nH]2)c1
i	4	-5	2	-11	-3	9	2.9	-0.2	5	CC(C)CC1C(=O)N(Cc2cn(CC3CCCCC3)nn2)CCS(=O)(=O)N1Cc1ccc(-c2cccc(C#N)c2)cc1 (centres undefined)
i	0	-2	0	-4	3	-1	1.6	2.1	-8	COc1ccc(OC)c(NC(=O)COC(=O)Cc2ccc(Br)cc2)c1
i	-8	5	0	1	8	-4	-2.0	-0.7	3	COc1ccc(OC(C)c2ccc(C#N)c(=O)[nH]2)cc1 (centres undefined)
i	-17	9	-1	-5	-4	7	-1.1	-0.1	13	COc1cc(Br)cc(-c2nc3c(c(=O)[nH]c(=O)n3Cc3ccccc3)n2C)c1O
i	1	3	1	0	-4	6	1.4	0.2	-4	COC(=O)c1ccccc1NC(=O)Cn1c(=O)n(CCC(=O)NC2CCN(Cc3ccccc3)CC2)c(=O)c2ccccc21
i	x	7	-4	-5	12	1	0.8	-0.3	-3	COCCNC(=O)C1CCCN(Cc2ccc(-c3ccccc3)cc2)CC1 (centres undefined)
i	88*	7	1	4	3	8	-0.4	-0.4	-4	O=C(Cn1ncc(Cl)c(Cl)c1=O)NC1CCS(=O)(=O)C1 (centres undefined)
i	-1	17	1	1	-3	-5	-0.7	-0.1	2	O=C(CSc1nc2c(c(=O)[nH]1)CCC2)Nc1ccccc1Cl
i	-2	4	0	3	2	0	-1.7	0.1	1	CN(C)S(=O)(=O)c1ccc(C(=O)Nc2cccc(C(=O)O)c2)cc1
i	-4	-2	7	0	0	3	0.0	-0.1	-6	CC(C)Cc1csc(NC(=O)c2ccc(Br)cc2)c1C(=O)O

Retrieved by structure from above, four records:
Neddyl block	Scp-1 inhibitor	SKN-1 block	STEP inh	DNMT1 block	CendR NRP1 mod	SUMO1 PPI mod	LMPTP inh	Tb MetRS inh	NadD inh	canonical_smiles
i	18	-5	60*	8	-31	13	-0.9	-0.5	3	CC(C)(C)C(=O)Nc1ccc(C(=O)Nc2cccc(Oc3ccc(C(=O)O)c(C(=O)O)c3)c2)cc1
i	-8	5	0	1	8	-4	-2.0	-0.7	3	COc1ccc(OC(C)c2ccc(C#N)c(=O)[nH]2)cc1 (centres undefined)
i	-14	2	-4	2	-4	-6	2.8	0.3	4	Cc1onc(-c2ccccc2Cl)c1C(=O)Nc1nnc(-c2ccc(Br)cc2)s1
+	-7	19	-1	0	4	-6	-2.0	-0.6	-3	COc1ccc2cc(/C(C)=N/NC(=O)C3CC3)ccc2c1

The results go on.
Neddyl block	Scp-1 inhibitor	SKN-1 block	STEP inh	DNMT1 block	CendR NRP1 mod	SUMO1 PPI mod	LMPTP inh	Tb MetRS inh	NadD inh	canonical_smiles
i	x	-1	2	-1	4	1	0.2	-0.3	-8	O=C(Nc1cccc(Cl)c1)c1csc(COCCO)n1
i	-10	2	-1	2	11	3	0.3	-0.4	-3	O=C1CCC(C(=O)N2CCc3ccccc3C2)CN1CCCN1CCOCC1 (centres undefined)
i	-5	7	1	-1	3	-22	0.5	0.0	-3	O=[N+]([O-])c1cccc(S(=O)(=O)c2ccc(NCCO)c([N+](=O)[O-])c2)c1
i	4	-6	0	11	7	0	-0.9	-1.2	2	Clc1cccc(NCc2ccccc2)n1
i	-16	14	-2	3	15	2	0.1	-0.4	-6	COc1ccc(OC)c(CCNC(=O)CN2C(=O)CCSc3ccccc32)c1
i	-3	7	-1	-1	-2	2	0.5	0.3	-2	COc1ccc(OCc2nnc(SC(C)C(=O)Nc3ccc(N4CCOCC4)cc3)n2C)cc1 (centres undefined)
i	-5	-3	-5	1	3	-3	-1.5	1.1	-4	O=C(NCc1ccncc1)C1CCN(S(=O)(=O)c2cccc(C(F)(F)F)c2)CC1
i	-5	-1	-2	12	13	-22	3.8	-1.4	-5	O=[N+]([O-])c1cc(-n2cnnn2)ccc1N1CCC(Cc2ccccc2)CC1
i	-10	-1	1	1	2	1	-0.8	0.8	-2	O=C(CSc1ncn[nH]1)NCCc1ccc(Cl)cc1Cl
i	-6	12	-1	0	2	1	-1.8	-0.1	-5	S=c1[nH]nc(Cn2cnc3ccccc32)n1-c1ccccc1
i	-5	-5	0	0	10	2	-1.1	0.1	2	O=C(CSc1ncccn1)NCc1ccc2c(c1)OCO2
i	-7	0	-2	4	3	-11	-0.8	-0.8	-2	O=C(NC1CC1)c1ccc2c(Cl)c3c(nc2c1)CCCC3
i	-3	4	7	-3	-1	-3	-1.4	-0.1	-2	O=C(Nc1sc2c(c1C(=O)O)CCCC2)C(=O)N1CCOCC1
i	-7	0	0	-1	1	10	-0.6	-0.3	-1	O=C(Nc1ccccc1C(=O)NCCc1ccc(O)cc1)c1ccco1
i	-9	15	0	-2	0	-2	0.8	-0.1	-5	CC1(c2ccccc2)NC(=O)N(CC(=O)Nc2ccc3c(c2)CCC3)C1=O (centres undefined)
i	10	-6	-1	2	-4	-7	1.7	-0.9	-4	COc1cccc2c(=O)n(CC(=O)Nc3ccc(F)cc3)ccc12
i	-2	-3	4	-2	7	-10	-0.9	0.6	-1	COc1cccc(-n2c(N)c(-c3nc4ccccc4[nH]3)sc2=S)c1
i	-14	1	0	-3	-5	-2	0.2	1.0	-2	S=C(NCc1ccccc1)Nc1cccc(Cl)c1
i	-2	14	-5	8	5	4	1.3	-1.1	-9	COc1ccc(C)cc1NC(=O)CCNC(=O)c1ccco1
i	x	3	1	-20	-21	-17	2.4	0.3	18	COc1ccccc1N1CCN(C(=O)c2ccc3noc(-c4ccccc4)c3c2)CC1
i	-1	0	-2	0	-8	-2	-1.4	0.5	2	CC(=O)NC(CCS(C)(=O)=O)C(=O)Nc1ccccc1 (centres undefined)
i	-8	16	0	2	-15	2	1.3	-0.7	5	CC(C)(C)S(=O)(=O)N1C[C@@H]2C(=CC[C@H]3C(=O)N(c4ccccc4)C(=O)[C@@H]23)[C@@H]1CCO
i	-4	5	-4	0	6	-2	-2.7	0.4	-5	Cc1nc(SCC(=O)Nc2ccccn2)n[nH]1
i	9	-3	-5	-2	-3	-1	-0.3	0.3	-4	COc1ccc(CCCc2nnc(SCC(=O)Nc3ccccc3F)o2)cc1
i	-4	11	0	1	16	-9	0.9	-0.9	-4	Cc1nnc(SCC(=O)Nc2nsc(-c3ccc(C(C)(C)C)cc3)n2)s1
i	-3	13	-1	0	11	-2	1.0	0.2	4	Cc1c(NC(=O)c2cc(C(C)C)on2)c(=O)n(-c2ccccc2)n1C
x	-1	0	-2	3	7	-36	1.4	-0.2	1	CCOC(=O)C1CCCN(C(=O)c2cc3cc4ccc(OC)cc4nc3o2)C1 (centres undefined)
i	0	16	0	74*	-2	17	3.6	0.0	5	Cc1ccc(CNc2ccc3nnc(-c4ccccc4)n3n2)cc1
i	1	2	-1	6	18	-2	0.9	-1.0	0	O=C(O)C1CC=CCC1C(=O)Nc1cccnc1 (centres undefined)
i	3	6	14	-1	20	1	4.7	-0.2	2	Nc1cc(N)nc(SCC(=O)NCC(=O)Nc2ccc(F)c(F)c2F)n1
i	-8	8	1	-1	0	-1	0.1	-0.8	-3	Cc1ccc(N(CC(=O)NN=C2CCN(C)CC2)S(=O)(=O)c2ccc(C)cc2)cc1
i	-5	-10	0	3	4	1	-1.0	0.3	-7	O=C(COC(=O)c1ccc(Cl)cc1)NCC1CCCCC1
i	-15	-5	-4	3	-5	3	0.2	-0.6	0	Oc1ccccc1CNn1cnnc1
